Compound activity as filed in PubChem BioAssay.
M1AAP inhibition – P. falciparum M1AAP inhibitors, biochemical, fluorogenic H-Leu-NHMec substrate, 1536-well (AID 1445). recombinant M1AAP, H-Leu-NHMec fluorogenic kinetic assay; higher % means a stronger effect. inhibition, % at 30 µM, or IC50 in µM where a hit was titrated. 220,000 tested, 0.42% active;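 active means primary inhibition above the hit cutoff, then over 50% inhibition at one or more dose response concentrations, cut at about 23% in these data, passing the limit was not always enough; inconclusive means conflicting primary data, or primary hits not chosen for dose response; inactive means low primary inhibition, or under 50% at every dose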;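 further: plate controls were DMSO full reaction for no effect and no enzyme background for full effect; strong numbers were not always called active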
P. falciparum M17LAP – P. falciparum M17LAP inhibitors, primary screen, biochemical, fluorogenic H-Leu-NHMec substrate, 1536-well (AID 1619) | Leucine aminopeptidase (Plasmodium falciparum (isolate 3D7)) | 220,000 tested, 0.38% active | recombinant M17LAP, H-Leu-NHMec fluorogenic kinetic assay; higher % means a stronger effect | inhibition, % at 30 µM, or IC50 in µM where a hit was titrated;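 active means compound inhibiting the enzyme by more than half at any dose during confirmatory dose-response retesting; inconclusive means strong single-dose inhibitors picked by rank but not retested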;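 further: plate controls were full reaction with DMSO carrier for no effect and no enzyme background for full effect; strong numbers were not always called active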
Myeloid diff 2 – induction of myeloid progenitor differentiation, primary screen, cell-based, flow cytometry, MLPCN library. AID 624256, 2012. calls only at 10 µM. ER-HoxA9 myeloid progenitors, lysozyme-GFP differentiation. 360,000 tested, 1% active;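 active means normalized GFP-positive differentiation at or above the plate's own cutoff, the solvent-only control mean plus 3 SD; inconclusive means no clear call, values can overlap the other calls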;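 further: cells exposed to compound for four days before flow analysis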
LYP phosphatase – inhibitors of LYP phosphatase, biochemical, fluorescence intensity, uHTS (AID 1779) | Tyrosine-protein phosphatase non-receptor type 22 (Homo sapiens) | recombinant LYP phosphatase, fluorescence intensity; higher % means a stronger effect | one-dose inhibition, % at 11.5 µM; IC50 in µM for titrated hits | 290,000 tested, 0.054% active; in the data active means inhibition above about 50%;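 further: plate controls were vehicle with enzyme for no effect and no enzyme for full effect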
Myeloid diff 2 GFP+ MAC1+ % – second read-out of Myeloid diff 2, no call of its own (marks repeat the call); GFP+ MAC1+ double positive, %; measured here: differentiation confirmed by MAC1 staining
Active calls of the source: *; & = joins results of further samples. An excerpt. The share of hits here may be higher or lower than overall.

Results for Oc1ccc(C(=C(Cl)Cl)c2ccc(O)cc2)cc1 ?
LYP phosphatase: -2%

What do the screens show for `COC(=O)CC1(CC(=O)OC)C(=O)N(c2ccccc2)C(=O)N(c2ccccc2)C1=O`?
LYP phosphatase: -5%

How did COc1ccc(CCNCc2ccsc2)cc1OC do in these assays?
LYP phosphatase: -6%

What do the screens show for `O=C1NC(=O)N(c2ccccc2)C(=O)/C1=C\c1ccc([N+](=O)[O-])o1`?
M1AAP inhibition: 13%; P. falciparum M17LAP: 33%; LYP phosphatase: -3%

Results for O=c1c2ccccc2[nH]c(=S)n1-c1cccnc1 ?
M1AAP inhibition: 0%; P. falciparum M17LAP: 8%; LYP phosphatase: 1%

How did Cc1ccc(-n2c(O)c(/C=N/Nc3ccccc3)c(=O)[nH]c2=O)cc1C do in these assays?
M1AAP inhibition: 12%; P. falciparum M17LAP: -4%; LYP phosphatase: -5%

How did Cc1nc2c(c(=O)[nH]1)C(c1ccccc1Cl)c1c(c3ccccc3oc1=O)O2 (stereo unspecified) do in these assays?
M1AAP inhibition: 5%; P. falciparum M17LAP: 13%; LYP phosphatase: -4%

Results for Cc1nc2c(c(=O)[nH]1)C(c1ccc([N+](=O)[O-])cc1)c1c(c3ccccc3oc1=O)O2 (stereo unspecified) ?
M1AAP inhibition: 6%; P. falciparum M17LAP: 5%; LYP phosphatase: 4%

How did C[N+](C)(C)CC(=O)O do in these assays?
Myeloid diff 2: inactive; Myeloid diff 2 GFP+ MAC1+ %: 2.0

What do the screens show for `C/C=C1\NC(=O)[C@@H](NC(=O)[C@H](CCc2ccc(O)cc2)NC(=O)[C@H](C)NC(=O)[C@H](O)CO)[C@@H](C)OC(=O)[C@H](C(C)C)NC(=O)[C@H](Cc2ccc(O)cc2)N(C)C(=O)[C@H](Cc2ccccc2)N2C(=O)C(CC[C@H]2O)NC1=O` (stereo partly specified)?
Myeloid diff 2: inactive; Myeloid diff 2 GFP+ MAC1+ %: 1.0

Results for COc1ccc(CN2Cc3cc(-c4ccccc4)ccc3-n3nncc3C2)cc1 ?
Myeloid diff 2: inactive; Myeloid diff 2 GFP+ MAC1+ %: 0.4

Results for CCN1/C(=C/C=C/C2=[N+](CC)c3ccccc3C2(C)C)C(C)(C)c2ccccc21 ?
Myeloid diff 2: inconclusive

What do the screens show for `COC(=O)C1=C(c2c(C)noc2C)C[C@@H]2CC[C@H]1N2C(=O)NC1CCCCC1`?
Myeloid diff 2: inactive; Myeloid diff 2 GFP+ MAC1+ %: 0.6

How did CN1C2CCC1CC(OC(c1ccccc1)c1ccccc1N)C2 (stereo unspecified) do in these assays?
Myeloid diff 2: inactive; Myeloid diff 2 GFP+ MAC1+ %: 2.0

Results for Oc1ccc(Cl)cc1Cc1ccccc1 ?
Myeloid diff 2: inactive; Myeloid diff 2 GFP+ MAC1+ %: 0.7

Results for O=C1C=CC(=O)C2C1C1(Cl)C(Cl)=C(Cl)C2(Cl)C1(Cl)Cl (stereo unspecified) ?
Myeloid diff 2: inactive; Myeloid diff 2 GFP+ MAC1+ %: 0.0

Results for O=c1[nH]c2ccccc2n1C1CCN(C(c2nnnn2-c2ccc3c(c2)OCCO3)C2CC2)CC1 (stereo unspecified) ?
Myeloid diff 2: inactive; Myeloid diff 2 GFP+ MAC1+ %: 0.9

How did C[C@]12CC[C@H](O)C[C@H]1CC[C@@H]1[C@@H]2CC[C@]2(C)C(=O)CC[C@@H]12 do in these assays?
Myeloid diff 2: inactive; Myeloid diff 2 GFP+ MAC1+ %: 2.4

What do the screens show for `[Cl][Pt+2][Cl].[NH-]C1CCCCC1[NH-]` (stereo unspecified)?
Myeloid diff 2: inactive; Myeloid diff 2 GFP+ MAC1+ %: 2.0

Results for CCC1CN1P(=O)(Oc1ccc(Cl)cc1)N1CC1CC (stereo unspecified) ?
Myeloid diff 2: inactive; Myeloid diff 2 GFP+ MAC1+ %: 1.7

How did Cc1cccc(C)c1-n1nnnc1C(c1cccc2ccccc12)N1CCC2(CC1)C(=O)NCN2c1ccccc1 (stereo unspecified) do in these assays?
Myeloid diff 2: inactive; Myeloid diff 2 GFP+ MAC1+ %: 2.2

Results for CC1(O)CCC2C3CCC4=CC(=O)CCC4=C3C=CC21C (stereo unspecified) ?
Myeloid diff 2: inconclusive

What do the screens show for `ClC1C(Cl)C(Cl)C(Cl)C(Cl)C1Cl` (stereo unspecified)?
Myeloid diff 2: inactive; Myeloid diff 2 GFP+ MAC1+ %: 2.8&2.2

What do the screens show for `COC(=O)C1(F)C(=O)NC(=O)NC1O` (stereo unspecified)?
Myeloid diff 2: inconclusive

Results for CC(=O)C1CCC2C3CC(O)C4CC(O)CCC4(C)C3CCC12C (stereo unspecified) ?
Myeloid diff 2: inactive; Myeloid diff 2 GFP+ MAC1+ %: 2.0

How did COC(=O)C1=C(c2ccc(F)cc2OCc2ccccc2)C[C@@H]2CC[C@H]1N2C(=O)NCc1ccccc1OC do in these assays?
Myeloid diff 2: inactive; Myeloid diff 2 GFP+ MAC1+ %: 0.2

How did COc1cc(C2(C#N)CCN(C)CC2)cc(OC)c1OC do in these assays?
Myeloid diff 2: inactive; Myeloid diff 2 GFP+ MAC1+ %: 0.8

How did CCOP(=S)(OCC)Oc1nc(Cl)c(Cl)cc1Cl do in these assays?
Myeloid diff 2: inactive; Myeloid diff 2 GFP+ MAC1+ %: 0.7

How did COC(=O)C1=C(c2ccc(S(C)(=O)=O)cc2)C[C@@H]2CC[C@H]1N2C(=O)NC1CCCCC1 do in these assays?
Myeloid diff 2: inactive; Myeloid diff 2 GFP+ MAC1+ %: 1.4

What do the screens show for `COC(=O)C1=C(c2ccccc2)C[C@@H]2CC[C@H]1N2C(=O)NCCO`?
Myeloid diff 2: inactive; Myeloid diff 2 GFP+ MAC1+ %: 3.0

What do the screens show for `Cc1nc2ccccc2c(=O)n1-c1c(Cl)cccc1Cl`?
Myeloid diff 2: inactive; Myeloid diff 2 GFP+ MAC1+ %: 1.0

What do the screens show for `CC(C)NC(C)Cc1ccc(I)cc1` (stereo unspecified)?
Myeloid diff 2: inactive; Myeloid diff 2 GFP+ MAC1+ %: 2.2

How did CCOC(=O)[C@]12Cc3cc(OC)ccc3[C@H]1N(C)C(=O)c1ccccc12 do in these assays?
Myeloid diff 2: inactive; Myeloid diff 2 GFP+ MAC1+ %: 0.7

Results for COc1ccc2nc3c(C)n(C)ccc-3c2c1 ?
Myeloid diff 2: inactive; Myeloid diff 2 GFP+ MAC1+ %: 3.1

How did Cc1ccccc1-c1ccc2c(c1)CNCc1cnnn1-2 do in these assays?
Myeloid diff 2: inactive; Myeloid diff 2 GFP+ MAC1+ %: 0.3

What do the screens show for `CC(C)N=C(NC(C)C)N1CC1`?
Myeloid diff 2: inactive; Myeloid diff 2 GFP+ MAC1+ %: 0.6

What do the screens show for `O=C1CC(=O)N(Cc2ccccc2)C(=O)N1Cc1ccccc1`?
Myeloid diff 2: inactive; Myeloid diff 2 GFP+ MAC1+ %: 4.4

What do the screens show for `COC(=O)C1=C(c2cccc(OC)c2OC)C[C@@H]2CC[C@H]1N2C(=O)NCc1ccccc1`?
Myeloid diff 2: inactive; Myeloid diff 2 GFP+ MAC1+ %: 1.2

Results for Cc1ccccc1C(=O)N1Cc2cnnn2-c2ccccc2C1C#N (stereo unspecified) ?
Myeloid diff 2: inactive; Myeloid diff 2 GFP+ MAC1+ %: 1.1

What do the screens show for `Cc1ncoc1C(=O)NCC1=C(c2cccc3ccccc23)C[C@@H]2CC[C@H]1N2Cc1ccco1`?
Myeloid diff 2: inactive; Myeloid diff 2 GFP+ MAC1+ %: 1.0

Results for CCCCCCC(Cl)(Cn1ccnc1)c1ccccc1 (stereo unspecified) ?
Myeloid diff 2: inactive; Myeloid diff 2 GFP+ MAC1+ %: 0.5

How did COC(=O)C1=C(c2ccc(F)cc2F)C[C@@H]2CC[C@H]1N2C(=O)NC1CCCCC1 do in these assays?
Myeloid diff 2: inactive; Myeloid diff 2 GFP+ MAC1+ %: 2.3

How did CCN1C[C@@]2(COC)C3[C@@H](OC)[C@H]4[C@@H]1[C@@]3(C1C[C@H]3[C@H](OC(=O)c5ccccc5)C1[C@]4(OC(C)=O)C[C@H]3OC)[C@@H](OC)C[C@H]2O (stereo partly specified) do in these assays?
Myeloid diff 2: inactive; Myeloid diff 2 GFP+ MAC1+ %: 11

What do the screens show for `Cc1cccc(N/N=C/c2c(O)[nH]c(=S)[nH]c2=O)c1`?
Myeloid diff 2: inactive; Myeloid diff 2 GFP+ MAC1+ %: 1.4

Results for COC(=O)NC(=S)Nc1ccccc1NC(=S)NC(=O)OC ?
Myeloid diff 2: inactive; Myeloid diff 2 GFP+ MAC1+ %: 0.9

Results for Cc1ccc([N+](=O)[O-])cc1 ?
Myeloid diff 2: inactive; Myeloid diff 2 GFP+ MAC1+ %: 2.3

How did Clc1cc(I)cc(Cl)c1NC1=NCCN1 do in these assays?
Myeloid diff 2: inactive; Myeloid diff 2 GFP+ MAC1+ %: 2.2

What do the screens show for `CC1CCC2[C@@H](C)C(=O)OC3O[C@]4(C)CCC1C32OO4` (stereo partly specified)?
Myeloid diff 2: active; Myeloid diff 2 GFP+ MAC1+ %: 1.3*

Entries above containing a cyano group, in the order listed:
How did COc1cc(C2(C#N)CCN(C)CC2)cc(OC)c1OC do in these assays?
Myeloid diff 2: inactive; Myeloid diff 2 GFP+ MAC1+ %: 0.8

Results for Cc1ccccc1C(=O)N1Cc2cnnn2-c2ccccc2C1C#N (stereo unspecified) ?
Myeloid diff 2: inactive; Myeloid diff 2 GFP+ MAC1+ %: 1.1

Other structures follow:
Results for CC1CC(C)OP(=O)(OCCC#N)O1 (stereo unspecified) ?
Myeloid diff 2: inactive; Myeloid diff 2 GFP+ MAC1+ %: 0.7

What do the screens show for `COC(=O)C1=C(c2cc3ccccc3o2)C[C@@H]2CC[C@H]1N2C(=O)N1CCCCC1`?
Myeloid diff 2: inconclusive

How did CC=CC(C)=CC(C)C(=O)CC(O)CC1CC(=O)NC(=O)C1 (stereo unspecified) do in these assays?
Myeloid diff 2: inactive; Myeloid diff 2 GFP+ MAC1+ %: 0.8

How did O=C(O)c1ccc([N+](=O)[O-])c([N+](=O)[O-])c1 do in these assays?
Myeloid diff 2: inactive; Myeloid diff 2 GFP+ MAC1+ %: 1.6

How did COc1ccc(-c2ccc3n2Cc2cnnn2-c2ccccc2-3)cc1 do in these assays?
Myeloid diff 2: inactive; Myeloid diff 2 GFP+ MAC1+ %: 1.2

Results for O=c1[nH]c2ccccc2n1C1CCN(C(c2ccnc3ccccc23)c2nnnn2Cc2ccccc2)CC1 (stereo unspecified) ?
Myeloid diff 2: inactive; Myeloid diff 2 GFP+ MAC1+ %: 0.4

Results for Clc1cccc(NC2=NCCS2)c1 ?
Myeloid diff 2: inactive; Myeloid diff 2 GFP+ MAC1+ %: 0.4

How did CCCCOC1OCN(C2CCCCC2)CC1(C)C (stereo unspecified) do in these assays?
Myeloid diff 2: inactive; Myeloid diff 2 GFP+ MAC1+ %: 1.6

Fetched one by one from the entries so far (6):
How did CC=CC(C)=CC(C)C(=O)CC(O)CC1CC(=O)NC(=O)C1 (stereo unspecified) do in these assays?
Myeloid diff 2: inactive; Myeloid diff 2 GFP+ MAC1+ %: 0.8

Results for Cc1ccccc1C(=O)N1Cc2cnnn2-c2ccccc2C1C#N (stereo unspecified) ?
Myeloid diff 2: inactive; Myeloid diff 2 GFP+ MAC1+ %: 1.1

Results for Oc1ccc(Cl)cc1Cc1ccccc1 ?
Myeloid diff 2: inactive; Myeloid diff 2 GFP+ MAC1+ %: 0.7

Results for Cc1ccc([N+](=O)[O-])cc1 ?
Myeloid diff 2: inactive; Myeloid diff 2 GFP+ MAC1+ %: 2.3

What do the screens show for `CC1CCC2[C@@H](C)C(=O)OC3O[C@]4(C)CCC1C32OO4` (stereo partly specified)?
Myeloid diff 2: active; Myeloid diff 2 GFP+ MAC1+ %: 1.3*

What do the screens show for `COC(=O)C1=C(c2c(C)noc2C)C[C@@H]2CC[C@H]1N2C(=O)NC1CCCCC1`?
Myeloid diff 2: inactive; Myeloid diff 2 GFP+ MAC1+ %: 0.6
